TRPC6 act = mouse TRPC6 channel activators, primary screen, cell-based, HEK293, membrane potential dye; HEK293-TRPC6 membrane potential dye fluorescence; stronger effect = higher value; 310,000 compounds, 0.13% hits; Short transient receptor potential channel 6 (Mus musculus), Q61143; B-score at 10 µM;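 active = B-score of the integrated fluorescence ratio above library mean plus 3 SD, and starting fluorescence ratio within library mean plus 5 SD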;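 also: higher score means more depolarization so channel activation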
Target sequence (Q61143 whole entry, looked up): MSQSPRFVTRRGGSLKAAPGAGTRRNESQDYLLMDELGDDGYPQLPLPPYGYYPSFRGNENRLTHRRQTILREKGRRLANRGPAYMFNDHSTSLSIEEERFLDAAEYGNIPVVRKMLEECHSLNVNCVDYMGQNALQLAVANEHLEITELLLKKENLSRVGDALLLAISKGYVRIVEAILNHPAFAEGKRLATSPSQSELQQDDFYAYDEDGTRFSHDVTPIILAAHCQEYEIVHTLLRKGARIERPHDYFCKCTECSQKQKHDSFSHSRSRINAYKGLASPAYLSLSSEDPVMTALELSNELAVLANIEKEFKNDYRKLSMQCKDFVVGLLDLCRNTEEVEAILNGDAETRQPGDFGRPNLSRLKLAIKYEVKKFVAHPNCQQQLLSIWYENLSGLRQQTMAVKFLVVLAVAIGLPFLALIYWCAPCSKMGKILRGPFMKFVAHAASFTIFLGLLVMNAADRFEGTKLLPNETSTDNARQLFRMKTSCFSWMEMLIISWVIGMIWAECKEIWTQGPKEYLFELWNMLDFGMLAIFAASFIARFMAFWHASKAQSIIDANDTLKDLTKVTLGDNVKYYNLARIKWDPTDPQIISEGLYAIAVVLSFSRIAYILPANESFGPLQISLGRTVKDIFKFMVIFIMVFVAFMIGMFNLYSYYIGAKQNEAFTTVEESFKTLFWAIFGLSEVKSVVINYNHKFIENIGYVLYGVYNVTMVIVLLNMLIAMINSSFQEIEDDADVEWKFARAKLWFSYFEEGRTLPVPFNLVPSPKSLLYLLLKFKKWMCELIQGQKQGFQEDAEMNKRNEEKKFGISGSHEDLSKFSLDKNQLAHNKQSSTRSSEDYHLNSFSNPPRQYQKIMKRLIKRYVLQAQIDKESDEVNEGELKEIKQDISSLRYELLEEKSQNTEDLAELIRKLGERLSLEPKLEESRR
aSyn 5UTR inh = MLPCN primary screen, SNCA 5' untranslated region; 300,000 compounds, 0.82% hits; alpha-synuclein 5'UTR reporter, inhibitor activity; inhibition, % (tested at 7.5 µM); in the data active = inhibition above about 60%;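 also: H4 neuroglioblastoma cells stably carrying SNCA 5'UTR luciferase fusion; 0% = DMSO wells and 100% = positive control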
IEC-6 tox = cytotoxicity in IEC-6 intestinal epithelial cells, primary screen, cytotoxicity control for KLF5 inhibitor project, cell-based, luminescence | IEC-6 cytotoxicity, luminescence viability | inhibition, % at 5 µM | 290,000 compounds, 0.78% hits | AID 1825, 2009; in the data active = inhibition above about 22%;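 also: 0% = plate median of test compound wells and 100% = cytotoxic reference compound wells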
HIF act = HIF pathway transcriptional activators, primary screen, cell-based, U2OS HRE-luciferase, luminescence; U2OS HRE-luciferase reporter; normalized: DMSO 0%, desferrioxamine 100%; activation, % at 7.5 µM (by protocol); 300,000 compounds, 0.32% hits; AID 1910, 2009;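 active = mean activation of at least 10% of the iron chelator positive control signal, with at least half of replicates also reaching 10%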
TRPC4 potent = positive allosteric modulators of TRPC4, primary screen, cell-based, mouse TRPC4beta, HEK293 mu-opioid, Fluo-4 calcium; Short transient receptor potential channel 4 (Mus musculus), Q9QUQ5; DAMGO EC20, Fluo-4 Ca2+ flux; stronger effect = higher value; B-score at 10 µM; 310,000 compounds, 0.42% hits;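 active = B-score of calcium response area above 5 SD of library B-scores, with initial fluorescence ratio within 5 SD of library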;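 also: B-score of integrated fluorescence ratio over time as area under calcium response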
TRPC6 inh = mouse TRPC6 channel inhibitors, primary screen, cell-based, HEK293, membrane potential dye; 310,000 compounds, 1.1% hits; Short transient receptor potential channel 6 (Mus musculus), Q61143; B-score at 10 µM; ACh-evoked depolarization; stronger effect = lower value;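 active = B-score under library mean minus 3 SD, initial fluorescence not abnormally high, positive integrated signal ratio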;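 also: B-score derived from integrated fluorescence ratio over the kinetic read; more negative B-score means stronger inhibition of depolarization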
MrgX1 antagonist = antagonists of human MrgX1 receptor, primary screen, HEK293 cells, Fluo-4 calcium flux | Mas-related G-protein coupled receptor member X1 (Homo sapiens), Q96LB2 | BAM8-22 antagonism; stronger effect = lower value | B-score at 10 µM | 310,000 compounds, 1.3% hits | AID 588676, 2011;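 active = calcium-response B-score plate-corrected more than 3 library SD below zero, starting fluorescence within 5 deviations, no agonist response on first addition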;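 also: peak minus trough fluorescence over baseline after final BAM8-22 challenge near maximal dose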
SKKanGAS inh = S. pyogenes SKKanGAS growth inhibitors in kanamycin, primary screen, streptokinase expression inhibitor project, SKKanGAS strain, BacTiter-Glo luminescence. AID 1662, 2009. inhibition, % at 7.5 µM. 6 h. 300,000 compounds, 1.3% hits;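 active = mean replicate score, as percent of positive control median, at least 50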;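 also: strain carries kanamycin resistance gene driven by streptokinase promoter and grows in 40 µg/ml kanamycin; loss of luminescence reflects streptokinase promoter inhibition or plain growth inhibition; 0% = median of DMSO wells and 100% = positive control at its reference dose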
TRPC4 agonist = activators of mouse TRPC4 channel, primary screen, Fluo4 calcium, HEK293 TRPC4beta/mu-opioid cells; Short transient receptor potential channel 4 (Mus musculus), Q9QUQ5; Fluo4 calcium fluorescence; stronger effect = higher value; B-score at 10 µM; 310,000 compounds, 0.49% hits; AID 2237, 2010;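 active = B-score above 5 SD of library B-scores, and initial fluorescence ratio not above library mean plus 5 SD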;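 also: positive B-score marks a calcium rise read as TRPC4 activation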
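Material: TRPC4beta and mu-opioid receptor HEK293 stable cells | Incubation: 45 min room-temperature Fluo4 loading, 110 s read | Detection: Kinetic Fluo4 calcium fluorescence | Measure: Integrated baseline-normalised fluorescence ratio, converted to per-well B score | Benchmarks: Low control buffer alone, high control maximal DAMGO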
KLF5 inhibitor = KLF5 expression inhibitors, primary screen, DLD-1 cells, luminescence. inhibition, % at 5 µM. DLD-1 KLF5 promoter-luciferase reporter. 290,000 compounds, 0.23% hits;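 active = inhibition above a per-plate limit of that plate's mean compound inhibition plus 3 SD, cut at about 60% in these data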;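 also: 0% = DMSO wells and 100% = LY294002 at 200 µM; higher means less KLF5 promoter-driven luciferase light; inactives centre near -14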
TRPC4 block = inhibitors of mouse TRPC4 channel, primary screen, Fluo4 calcium, HEK293 TRPC4beta/mu-opioid cells. B-score at 10 µM. 300,000 compounds, 0.39% hits. Short transient receptor potential channel 4 (Mus musculus), Q9QUQ5. DAMGO-evoked Fluo4 calcium flux; stronger effect = lower value;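 active = B-score over 3 SD under the library average, no early fluorescence shift, positive overall ratio signal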
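Assay system: HEK293 cells with stable TRPC4beta plus mu-opioid receptor expression. Dosing: single dose. Measured by: Fluo4 Ca2+ flux fluorescence. Also added: DAMGO in two steps, submaximal then maximal. Read-out: B score from integrated Fluo4 fluorescence ratio.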
Active calls of the source: *; i = inactive; / = not tested or not shown.

SMILES	TRPC6 act	aSyn 5UTR inh	IEC-6 tox	HIF act	TRPC4 potent	TRPC6 inh	MrgX1 antagonist	SKKanGAS inh	TRPC4 agonist	KLF5 inhibitor	TRPC4 block
O=C(N/N=C/c1ccc2c(c1)OCO2)C(O)c1ccccc1 (stereo unspecified)	i	-18.6	-4.5	0.4	i	i	i	5.6	i	-2.8	i
Cc1onc(C(=O)NCc2ccc(F)cc2)c1[N+](=O)[O-]	i	-15.3	-2.3	0.4	i	i	i	3.8	i	-5.3	i
CCc1ccc(NC(=O)C(=O)NNC(=O)c2cccs2)cc1	i	-59.7	0.8	2.5	i	i	i	5.7	i	-43.5	i
N=c1ccn(Cc2ccc(Cl)cc2Cl)cc1	/	26.1	3.4	0.5	/	/	i	-15.3	/	14.6	/
O=C(Nc1ccc(-c2ccc(N3CCCCC3)nn2)cc1)c1ccco1	i	-130.8	/	4.3	i	i	i	20.2	i	/	i
CCCCc1nc2cc(C(=O)N(C)C3CCOCC3)ccc2o1	i	-164.7	5.0	3.2	i	i	i	3.0	i	-104.4	i
Cc1ccc(/C=C(\C#N)C(=O)Nc2cccc3ncccc23)o1	i	19.9	4.3	-1.0	i	i	i	-1.0	i	-7.1	i
NC(=O)c1ccccc1NC(=O)N1CCOCC1	i	7.9	-4.1	0.2	i	i	i	16.1	i	-47.6	i
S=C(Nc1ccccc1Cl)N(Cc1ccccc1)Cc1cccnc1	i	-7.2	4.4	-0.6	i	i	i	-0.5	i	-25.0	i
CC(=O)N/N=C/c1ccccc1OCCOc1cccc(C)c1	i	-76.4	-0.9	0.0	i	i	i	-1.8	i	-32.6	i
CCn1c2ccccc2c2cc(NC(=O)COC(=O)c3cc(Cl)c(N)cc3OC)ccc21	i	11.1	5.7	-0.3	i	i	i	7.1	i	-40.5	i
O=C(COc1ccc(S(=O)(=O)N2CCCCC2)cc1)NC1CCCCC1	i	7.0	-0.7	0.0	i	i	i	-2.4	i	-28.5	i

Continued; the last 6 above are carried over.
SMILES	TRPC6 act	aSyn 5UTR inh	IEC-6 tox	HIF act	TRPC4 potent	TRPC6 inh	MrgX1 antagonist	SKKanGAS inh	TRPC4 agonist	KLF5 inhibitor	TRPC4 block
Cc1ccc(/C=C(\C#N)C(=O)Nc2cccc3ncccc23)o1	i	19.9	4.3	-1.0	i	i	i	-1.0	i	-7.1	i
NC(=O)c1ccccc1NC(=O)N1CCOCC1	i	7.9	-4.1	0.2	i	i	i	16.1	i	-47.6	i
S=C(Nc1ccccc1Cl)N(Cc1ccccc1)Cc1cccnc1	i	-7.2	4.4	-0.6	i	i	i	-0.5	i	-25.0	i
CC(=O)N/N=C/c1ccccc1OCCOc1cccc(C)c1	i	-76.4	-0.9	0.0	i	i	i	-1.8	i	-32.6	i
CCn1c2ccccc2c2cc(NC(=O)COC(=O)c3cc(Cl)c(N)cc3OC)ccc21	i	11.1	5.7	-0.3	i	i	i	7.1	i	-40.5	i
O=C(COc1ccc(S(=O)(=O)N2CCCCC2)cc1)NC1CCCCC1	i	7.0	-0.7	0.0	i	i	i	-2.4	i	-28.5	i
COc1ccc(C2NC(=O)C(C#N)=C(S)N2c2ccccc2)cc1OC (stereo unspecified)	i	-7.9	1.5	-0.2	i	i	i	-8.4	i	-24.9	i
CCC(C)c1ccc(NC(=O)Nc2cnccn2)cc1 (stereo unspecified)	i	-188.1	78.8*	3.6	i	i	i	8.0	i	27.2	i
COc1cc(NS(=O)(=O)c2ccc(NC(=O)COc3ccccc3Cl)cc2)nc(OC)n1	i	24.9	-3.6	-0.8	i	i	i	6.1	i	-42.6	i
CN(CC(=O)Nn1cnnc1)S(=O)(=O)c1cc(Cl)ccc1Cl	i	-12.4	0.3	-0.2	i	i	i	5.4	i	2.2	i
Clc1ccc(-n2nnc(-c3cccnc3)n2)cc1Cl	i	-156.9	0.8	2.4	i	i	i	-0.4	i	-30.5	i
O=C(CSc1nc2ccccc2c(=O)n1Cc1ccco1)NCCN1C(=O)CSC1=O	i	7.7	-6.1	-0.2	i	i	i	-1.2	i	-26.9	i
CN(CCC#N)CC(=O)Nc1ccc(NC(=O)CN(C)CCC#N)cc1	i	-0.6	-1.5	-0.4	i	i	i	-3.3	i	5.3	i
CC1CCN(S(=O)(=O)c2cccc(C(=O)Nc3nncs3)c2)CC1	i	12.2	-1.1	-0.4	i	i	i	3.8	i	-8.9	i
COc1cc(CC(NC(C)=O)C(=O)NC2CCN(S(=O)(=O)c3ccc(NC(C)=O)cc3)CC2)cc(OC)c1 (stereo unspecified)	i	14.1	4.7	-7.5	i	i	i	-5.3	i	5.8	i
COC(=O)CCNC(=O)c1ccc2nc(Cc3ccc(OC)c(OC)c3)oc2c1	i	-44.2	-3.0	1.1	i	i	i	-0.1	i	-60.4	i
Cc1c(NC(=O)/C(C#N)=C/c2c(N3CCCCC3)nc3ccccn3c2=O)c(=O)n(-c2ccccc2)n1C	i	-2.7	-14.1	0.4	i	i	i	0.7	i	-22.5	i
CCCCn1c(N)c(N(CC(C)C)C(=O)CCNC(=O)c2ccccc2Cl)c(=O)[nH]c1=O	i	-3.7	/	-36.3	i	i	i	-1.1	i	/	i
COc1ccc(CCNC(=O)CCN2C(=O)[C@@H]3Cc4ccccc4CN3C2=O)cc1	i	-7.8	1.3	-0.2	i	i	i	1.7	i	-1.4	i
O=c1c2c(ncn1CCO)nc1n2CCC1	i	22.8	-1.8	0.5	i	i	i	12.0	i	-8.5	i
COc1ccc(CCn2c(=O)[nH]c3cc(C(=O)N4CCN(c5ccccc5)CC4)ccc3c2=O)cc1OC	i	15.4	-0.1	-1.4	i	i	i	18.3	i	-4.4	i
COc1ccc(NC(=O)CSc2nnc(C(C)C)n2N)cc1	i	-1.0	0.3	0.5	i	i	i	-1.2	i	-26.3	i
CN(C)C(CNC(=O)c1ccc(NC(=O)CC#N)cc1)c1ccccc1 (stereo unspecified)	i	-14.2	2.5	0.0	i	i	i	-2.3	i	2.9	i
COc1ccccc1N(CC(=O)NCC1CCCO1)C(=O)CNS(=O)(=O)c1ccccc1 (stereo unspecified)	i	3.6	1.0	0.1	i	i	i	-6.6	i	-17.1	i
CCOc1ccccc1N1CCN(S(=O)(=O)c2cccc3nsnc23)CC1	i	26.2	2.6	-0.3	i	i	i	-13.2	i	-32.3	i
O=C(CSc1nnc(-c2ccc(OC(F)F)cc2)o1)NC(=O)NCc1ccco1	i	-56.2	-3.9	/	i	i	i	-8.5	i	-7.3	i
COc1ccc(N2CCN(CC(=O)Nc3nc(C)cs3)CC2)cc1	i	-9.3	10.2	0.7	i	i	i	5.7	i	-32.7	i
CCOc1ccc(NC(=S)N2CCC(N(C)CCN3CCOCC3)CC2)cc1	i	4.6	-5.8	-0.2	i	i	i	-1.3	i	-27.6	i
CCn1ccnc1CN(C)Cc1cn(-c2cccc(C)c2)nc1-c1cccc(F)c1	i	8.4	-2.1	0.0	i	i	i	47.7	i	9.9	i
COc1ccc(N/C(=C(/C(Cl)=C(Cl)Cl)[N+](=O)[O-])n2nnc3ccccc32)cc1	i	-18.7	-0.2	0.0	i	i	i	-3.9	i	-18.8	i
COc1ccccc1-c1nc(S(=O)(=O)c2ccccc2)c(N2CCOCC2)o1	i	-1.6	-1.7	-0.9	i	i	i	20.1	i	-27.0	i
CC(C)CCn1cnc2c(NCc3ccccc3)ncnc21	i	-13.0	-1.6	0.8	i	i	i	5.6	i	-42.3	i
O=C(CCNC(=O)c1ccco1)Nc1cccc(C(F)(F)F)c1	i	7.4	8.6	-0.4	i	i	i	-3.5	i	6.2	i
OCCN1CCN(c2ncnc3scc(-c4ccc(F)cc4)c23)CC1	i	13.1	1.1	-0.2	i	i	i	-2.9	i	-6.9	i
COc1ccccc1C(=O)c1nc2ccccc2n1C	i	12.8	-6.3	0.9	i	i	i	0.9	i	-4.4	i
Cc1ccc(CNC(=O)c2ccccc2N(C)S(C)(=O)=O)cc1	i	-2.1	-0.8	0.2	i	i	i	-6.5	i	-17.5	i
CSc1nc2n(n1)C(c1cccs1)C1=C(CCCC1=O)N2 (stereo unspecified)	i	9.1	6.7	-0.1	i	i	i	1.3	i	-37.1	i
OCC[C@@H]1C[C@@H](O)[C@H](O)[C@]2(CCCCO2)O1	i	-14.1	5.2	-1.9	i	i	i	3.4	i	-1.3	i
CCc1ccc(-n2c(=O)c3c(C)c(C)sc3n(CC(=O)NCC3CCCO3)c2=O)cc1 (stereo unspecified)	i	7.8	-4.9	-0.3	i	i	i	-1.6	i	7.8	i
Nc1nonc1C(=O)NCCNC(=O)c1ccccc1F	i	14.9	-3.9	-0.1	i	i	i	-14.8	i	-15.1	i
CC(NC(=O)CN1c2cccc3cccc(c23)S1(=O)=O)c1ccc(S(N)(=O)=O)cc1 (stereo unspecified)	i	13.3	/	-17.0	i	i	i	0.1	i	/	i
CCOc1cc(C(=O)OCC(=O)c2c(N)n(C)c(=O)n(C)c2=O)cc(OCC)c1OCC	i	23.1	-2.8	-0.2	i	i	i	8.1	i	-11.3	i
Clc1cccc(-c2cc3nc4c(c(N5CCN(c6cnccn6)CC5)n3n2)CCCC4)c1	i	/	-2.3	/	i	i	i	/	i	-21.0	i
CN1C(C(=O)NCC2CC2)CC2Cn3c(nc4cc5ccccc5cc43)C21 (stereo unspecified)	i	-22.2	/	-0.6	i	i	i	0.5	i	/	i
COc1ccc2nc(/C=N/NC(=O)[C@H](CCSC)NC(=O)OC(C)(C)C)ccc2c1	i	3.7	-0.4	1.4	i	i	i	1.0	i	-29.9	i
O=C(NCCc1nc(-c2ccccc2Cl)no1)C1CCCCC1	i	-20.5	/	-7.1	i	i	i	6.5	i	/	i

Compounds as they come (roughly 5.8% active in at least one column).
